DAX1 inh-1: blocks DAX1 repression of SF-1 activated StAR promoter | HEK293T StAR-luciferase reporter, SF-1/DAX-1 repression relief | inhibition, % at 6.8 µM | actives 1.1% (n = 370,000) | AID 652010;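 active = inhibition above the mean over all tested compounds plus 3 SD, cut at about 3.6% in these data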;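 also: 0% = DAX-1 cells with DMSO and 100% = cells lacking DAX-1 with DMSO; higher inhibition means more luminescence from relief of DAX-1 repression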
Rev-erbA mod: modulators of human Rev-erb alpha DNA binding. Rev-erbα–FITC-DNA binding, fluorescence polarization, 90 min. P20393. actives 0.79% (n = 370,000). activity, % at 10 µM;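 active = activity above about 14%, limit read from the data; passing the limit was not always enough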;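 also: 0% = DMSO wells with 35 nM protein and 100% = DMSO wells with 750 nM protein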
sPLA2-III inh: Blocks human group III sPLA2 activity; Q9NZ20; QFRET BODIPY PC-A2 liposome hydrolysis, fluorescence; inhibition, % at 12.2 µM; actives 0.56% (n = 370,000);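 active = inhibition above mean plus 3 SD of compounds lying within the high and low control bounds, cut at about 19% in these data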;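 also: 0% = median of test compound wells and 100% = no enzyme DMSO wells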
DAX1 inh-2: inhibitors of human orphan nuclear receptor DAX1 (NR0B1) | AID 504766 | HEK293 Gal4-DAX1 luciferase reporter, luminescence | P51843 | inhibition, % at 6.75 µM | actives 0.99% (n = 340,000);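 active = inhibition above the mean over all tested compounds plus 3 SD, cut at about 4.2% in these data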;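 also: 0% = DAX1-transfected cells with DMSO and 100% = empty-vector control cells with DMSO; inhibition shows as a rise in luminescence from relieved DAX1 repression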
hgDAF12 agonist: activates the H. glycines DAF-12 receptor ligand-binding domain. AID 687014. activation, % at 6.8 µM. HEK293 GAL4-hgDAF12 UAS-luciferase reporter, agonist luminescence; normalized to butyrate control. actives 1.8% (n = 370,000);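 active = activation above a cutoff set at the mean of all screened compounds plus 3 SD, cut at about 10% in these data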;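 also: 0% = DMSO wells and 100% = sodium butyrate wells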
hcDAF-12 act: activates DAF-12 receptor from parasite H. contortus; HEK293 hcDAF-12 lit1-tk-luc reporter, luminescence; 0% DMSO, 100% Δ7-dafachronic acid; activation, % at 6.8 µM; actives 1.4% (n = 370,000); AID 652067;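 active = activation above the mean of all tested compounds plus 3 SD, cut at about 5.5% in these data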;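 also: 100% = response to 3 µM Δ7-dafachronic acid high control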
PLC-beta3 inh: PLC-beta3 (human) inhibition, primary screen. Q01970. Purified PLC-beta3, fluorogenic substrate, fluorescence. inhibition, % at 12.2 µM. actives 0.18% (n = 370,000); in the data active = inhibition above about 11%;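 also: 0% = median of compound wells on plate and 100% = full blocker control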
Target sequence (Q01970 whole entry, looked up): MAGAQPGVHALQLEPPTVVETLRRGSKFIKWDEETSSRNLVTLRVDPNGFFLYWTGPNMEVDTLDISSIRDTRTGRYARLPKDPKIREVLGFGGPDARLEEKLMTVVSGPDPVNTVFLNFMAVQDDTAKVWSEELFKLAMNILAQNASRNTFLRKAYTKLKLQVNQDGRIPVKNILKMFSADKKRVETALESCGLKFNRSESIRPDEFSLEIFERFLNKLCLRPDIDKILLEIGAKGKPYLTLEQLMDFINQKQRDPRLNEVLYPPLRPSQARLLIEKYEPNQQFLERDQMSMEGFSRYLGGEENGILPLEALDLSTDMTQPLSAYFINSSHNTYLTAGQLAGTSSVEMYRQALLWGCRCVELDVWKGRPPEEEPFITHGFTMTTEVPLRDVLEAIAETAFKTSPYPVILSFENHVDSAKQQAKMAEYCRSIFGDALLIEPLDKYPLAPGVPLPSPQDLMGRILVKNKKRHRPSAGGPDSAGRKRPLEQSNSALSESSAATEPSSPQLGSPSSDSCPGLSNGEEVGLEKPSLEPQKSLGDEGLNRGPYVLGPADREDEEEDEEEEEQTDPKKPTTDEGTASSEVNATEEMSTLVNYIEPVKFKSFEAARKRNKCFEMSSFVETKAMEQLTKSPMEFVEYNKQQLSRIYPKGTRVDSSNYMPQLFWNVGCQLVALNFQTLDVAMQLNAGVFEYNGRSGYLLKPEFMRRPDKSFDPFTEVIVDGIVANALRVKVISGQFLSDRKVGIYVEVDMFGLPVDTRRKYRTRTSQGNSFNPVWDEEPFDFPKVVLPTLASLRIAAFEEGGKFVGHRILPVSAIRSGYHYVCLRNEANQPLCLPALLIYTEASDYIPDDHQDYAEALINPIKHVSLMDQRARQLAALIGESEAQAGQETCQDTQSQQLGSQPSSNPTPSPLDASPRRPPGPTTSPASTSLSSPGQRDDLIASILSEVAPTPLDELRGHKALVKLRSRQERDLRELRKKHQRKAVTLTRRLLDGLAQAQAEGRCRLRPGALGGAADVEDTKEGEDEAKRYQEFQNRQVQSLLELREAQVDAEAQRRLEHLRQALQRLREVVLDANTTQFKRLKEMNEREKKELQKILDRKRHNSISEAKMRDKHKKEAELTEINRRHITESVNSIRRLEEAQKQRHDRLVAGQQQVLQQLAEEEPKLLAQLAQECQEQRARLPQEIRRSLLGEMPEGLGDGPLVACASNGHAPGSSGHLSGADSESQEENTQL
PG9 binder: PG9 antibody binding by small molecule; TR-FRET gp120-PG9 antibody binding; actives 0.43% (n = 360,000); inhibition, % at 6.7 µM; in the data active = inhibition above about 8.5%
SMARCA2 activ: increases SMARCA2 function in MMTV reporter cells; MG213 cells, MMTV-luciferase reporter, dexamethasone, overnight; activation, % at 9.1 µM; actives 1% (n = 370,000); AID 652017; in the data active = activation above about 7.8%;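 also: 0% = vehicle wells and 100% = reference activator wells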
FXN GAA850 act: frataxin GAA850 promoter activation. HEK293 lucGAA850 FXN promoter luciferase reporter, 24 h; percent of 10 µM SAHA response. actives 0.56% (n = 360,000). activation, % at 6 µM. AID 540364;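 active = activation above the average of all compounds screened plus 3 SD, cutoff fixed separately per campaign, cut at about 7.5% in these data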;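 also: 0% = DMSO wells and 100% = 10 µM SAHA wells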
ssDAF12 agonist: activates DAF-12 receptor from parasite S. stercoralis | HEK293 ssDAF-12/GRIP1 lit1-tk-luc reporter, luminescence; % of 3 µM dafachronic acid response | AID 652126 | actives 1% (n = 370,000) | activation, % at 6.8 µM;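 active = activation above the mean over all tested compounds plus 3 SD, cut at about 0.9% in these data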;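 also: 0% = DMSO-only wells and 100% = 3 µM delta7-dafachronic acid wells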
An asterisk follows results filed as active; . = not tested or not shown. Random draw from the library; 7% or so of the library scored in one or more.

The line under a structure holds: DAX1 inh-1, Rev-erbA mod, sPLA2-III inh, DAX1 inh-2, hgDAF12 agonist, hcDAF-12 act, PLC-beta3 inh, PG9 binder, SMARCA2 activ, FXN GAA850 act, ssDAF12 agonist
CCOc1c(OC)cccc1C1CC(=O)Nc2cc3c(cc21)OCCO3 (stereo not drawn)
 : -0.4, -0.1, -4.9, 0.9, -1.6, 0.0, 4.2, -1.0, -3.6, -2.6, -1.6
O=C(/C=C(/c1ccc(Cl)cc1)n1cncn1)c1ccccc1
 : -0.6, 1.5, -11.0, 0.3, 4.8, 1.1, 11.2*, -1.0, -2.0, 3.2, -0.9
NS(=O)(=O)c1ccc(S(=O)(=O)N2CCN(C3CCCC3)CC2)cc1
 : -0.2, -2.5, -0.7, -0.7, 0.7, 1.9, -5.4, -1.4, -4.5, -0.6, -0.7
COc1ccc(Cc2nnn(CC(=O)O)n2)cc1
 : 0.2, 1.6, -0.1, 0.2, 2.3, -1.4, -2.9, 0.7, 0.6, -1.1, -0.7
CC(=O)Oc1ccc2c(=O)c(-c3nc4ccccc4s3)coc2c1
 : 5.7*, 6.0, -6.5, -0.1, 13.3*, 6.7*, -9.9, 0.2, 2.5, 3.4, 0.4
CCC(C)NCCOCCOc1ccc(Cl)cc1Br (stereo not drawn)
 : -0.4, -2.6, 2.9, -0.4, 2.3, 2.2, -0.4, 0.0, -2.9, 1.4, -1.3
CCOC(=O)C1=C(COC(=O)CNC(=O)c2ccc(Cl)cc2Cl)NC(=O)NC1C (stereo not drawn)
 : 0.8, -4.8, -6.1, 1.9, 0.7, 0.5, 1.6, -0.1, -0.1, 1.3, -0.5
Cc1ccc(C)c(Cn2c(C(C)O)nc3ccccc32)c1 (stereo not drawn)
 : 0.1, 0.5, -4.5, 0.3, 1.4, -0.9, 2.4, -0.9, -2.3, 1.5, -1.1
Cc1ccc(OCc2n[nH]c(=S)n2-c2ccccc2)cc1C
 : -0.2, -2.6, 10.8, 1.6, 0.4, -2.0, -1.4, 0.0, -0.2, 1.8, -1.8
CCOc1cccc(Oc2ncccc2C(=O)/C(C#N)=C/N(C)C)c1
 : -0.7, 2.5, -3.5, 0.1, 2.5, -1.0, 4.4, -0.6, 5.2, 0.3, -1.7
Cc1ccc(NC(=O)C2CCN(S(=O)(=O)c3ccc4c(c3)NC(=O)C(C)S4)CC2)cc1C (stereo not drawn)
 : -4.8, -0.1, -44.3, -0.4, -6.9, -2.2, -4.5, -1.8, -2.7, -1.0, -2.2
O=C(NCCc1cccc(Cl)c1)c1ccc(OC2CCN(Cc3ccccn3)CC2)cc1
 : -7.4, -3.9, -13.9, -2.8, -9.4, -5.8, -9.8, -0.6, -5.9, -9.6, -2.9
O=C(CNc1ccccc1N1CCCC1=O)Nc1cc(C(F)(F)F)ccc1-n1cncn1
 : 0.1, 7.5, 4.9, 0.2, 0.8, -0.8, -4.3, 0.6, 1.2, 0.1, -0.6
CN(CC(=O)Nc1ccccc1C(F)(F)F)Cc1c(O)ccc2ccccc12
 : 0.0, -5.7, -25.5, 0.9, -2.1, 3.1, -15.0, -0.8, -2.1, 2.9, -0.5
COc1ccc(Cl)cc1NC(=O)COC(=O)c1ccc(Cl)nc1
 : -0.4, 9.1, 4.9, -0.3, 5.4, 6.7*, -6.4, 1.5, -1.4, 0.2, 0.6
CC(=O)Nc1ccc(N(C(=O)c2ccco2)C(C(=O)NC2CCCCC2)c2ccccc2)cc1 (stereo not drawn)
 : 0.1, 6.4, -1.3, -0.3, -1.7, -2.0, -10.6, 1.1, -1.6, -3.6, -1.1
CC1(C)C(=O)OC(c2cc(Br)ccc2O)C(C)(C)C1=O (stereo not drawn)
 : -0.6, -6.5, -13.1, -1.7, -0.6, -0.6, 4.6, -2.8, -0.7, 0.5, -0.8
Cc1ccccc1-c1noc(-c2ccccc2C(=O)O)n1
 : 0.9, -2.5, 9.0, 2.3, -2.2, 0.4, -9.9, 0.6, -4.5, 0.2, -1.2
S=c1[nH]c2cc3c(cc2[nH]1)OCCO3
 : -0.5, 1.5, 15.8, -0.2, 0.9, 0.0, -4.0, -4.4, -0.7, 2.2, -1.3
Cc1ccc(CN2CCC(CNC(=O)c3ccc(NC(=O)C4=CSCCO4)cc3)CC2)cc1
 : -0.3, 9.8, -18.4, -1.9, 0.8, -1.0, -7.9, -1.6, 1.9, 0.1, -1.4
O=C(O)CC/C(=C\c1cc([N+](=O)[O-])ccc1Cl)c1nc2ccccc2s1
 : -0.2, 2.1, -17.6, -0.7, 3.8, 8.8*, 2.7, -2.6, -2.8, 2.8, 0.4
COC(=O)c1ccc(NC(=O)CSc2nn3c(=O)c(C)nnc3s2)cc1
 : -3.8, 3.8, 5.6, 1.5, 2.9, 1.8, -14.6, -0.5, 0.5, -0.9, -0.5
O=C(Nc1ccc(/C=C/c2nc3ccccc3o2)cc1)c1c(F)cccc1F
 : 0.0, 4.7, 3.4, -0.1, 16.0*, 2.8, -452.5, 0.8, 4.2, 1.8, 0.0
O=C(NNc1nc(-c2ccc(F)cc2)cs1)c1ccccc1
 : -2.1, 0.1, 29.4*, -0.9, -1.7, -1.4, -160.4, 1.0, -2.3, -1.5, -2.1
CC(=NCCCn1ccnc1)C1=C(O)c2ccccc2C1=O
 : 2.0, 4.0, 0.0, 0.7, 2.4, 1.9, -16.3, -0.5, 1.5, 2.4, -0.9
CCOc1ccccc1C(=O)NN1CCOCC1
 : -0.4, 2.2, -7.8, 0.2, 0.8, 3.5, -7.6, -0.4, -1.4, -1.4, 0.0
COc1ccccc1NC(=O)C1CCCN(c2cnccn2)C1 (stereo not drawn)
 : 0.6, -5.0, 6.7, 1.5, 1.0, -1.2, -34.3, -0.9, -2.1, 0.3, -0.7
COc1ccc(C(=O)OCC(=O)Nc2cccc(C(C)=O)c2)c(OC)c1OC
 : -0.5, 0.5, 6.1, -1.5, -2.2, -1.8, -5.5, -0.3, -4.0, -0.6, -1.7
Cc1cc(-c2ccc3ccccc3c2)n2ncnc2n1
 : -0.4, -6.3, 3.1, -1.2, 0.7, -0.9, -68.7, -0.3, 0.5, 0.1, -0.3
Cc1nn(CC(=O)NC2CCC(C)CC2)c(=O)c(C#N)c1C (stereo not drawn)
 : 1.2, -3.7, 4.4, 0.3, 0.2, 0.3, -9.8, -0.4, -4.5, 0.1, -0.9
O=C(CSc1nnc(SCc2ccc(Cl)cc2)s1)c1ccc2c(c1)OCO2
 : 0.5, 4.3, -13.6, -1.7, -0.5, 0.8, 0.2, -2.7, -1.6, 1.9, -0.8
CC/C(=C\c1ccc(Cl)cc1)c1ccncc1
 : -1.4, 8.5, -2.5, 0.3, -1.9, -1.4, -0.8, 0.5, -7.1, 0.4, -0.8
O=C(Cn1cnc2sc3c(c2c1=O)CCCC3)NCC(=O)Nc1c(F)cc(F)cc1Br
 : 0.6, -3.8, 3.0, -0.4, -0.6, 2.9, -5.6, 0.2, 0.6, -0.8, -0.8
COc1ccccc1C(c1nnnn1C1CCCC1)N1CCN2CCCC2C1 (stereo not drawn)
 : -0.3, -2.6, -4.1, 0.7, 1.1, -0.7, 0.2, -0.6, 2.1, -1.4, -1.2
CCn1c(=O)c2cc(C(=O)N3CCOCC3)sc2c2ccccc21
 : 1.1, 0.0, -2.8, 0.1, -2.2, -0.1, -83.7, 0.1, 0.2, 1.6, -1.4
COc1ccc(C(=O)N2CCN(Cc3ccccc3)CC2)cc1[N+](=O)[O-]
 : 0.1, -0.6, -8.4, -0.3, -3.1, -3.3, -4.3, 1.6, -1.2, 2.8, -1.8
CSc1ccccc1NC(=O)COC(=O)CCCOc1ccc(C)cc1
 : 0.5, -0.1, 2.5, 1.1, 1.0, 0.4, -6.5, 1.3, -0.8, 0.6, -0.4
COc1ccccc1C(CNC(=O)CCNC(=O)c1ccccc1Cl)N1CCCC1 (stereo not drawn)
 : 1.7, -8.3, 2.3, 0.8, 1.5, -1.0, -3.9, -0.1, -0.3, 2.3, -0.7
O=C(NC(=S)NCCC1=CCCCC1)c1cncc(Br)c1
 : -0.1, -8.6, -4.8, 0.5, -0.8, -0.7, 5.3, -0.9, -0.6, 1.7, -1.5
COc1ccc(C(=O)NCC2(c3ccccc3)CCOCC2)cc1[N+](=O)[O-]
 : 0.3, 2.3, -3.2, 0.8, -1.5, 0.7, 0.6, 1.4, -3.2, 0.4, -1.4
O=C(Nc1ccc(O)c2c(=O)cc(-c3cccc(Cl)c3)oc12)c1ccc(F)cc1
 : 0.1, -5.6, 3.9, 0.6, 1.5, -0.5, 2.9, 0.2, 0.2, 2.3, -0.9
C=CCN(CC#Cc1ccccc1)Cc1ccc(OC)cc1OC
 : -1.6, 3.7, 3.3, ., 0.7, -0.9, -0.4, ., 0.1, ., -1.1
Cc1cc(C(=O)NN=C(Cc2ccccc2)Cc2ccccc2)c(C)o1
 : 0.8, -6.8, -15.6, 0.1, 9.2, -0.5, -4.0, 0.3, 4.6, 5.2, -0.5
O=C(CCc1nnc2ccc(NCc3ccco3)nn12)Nc1ccc(F)cc1
 : 0.1, 2.5, -1.5, 0.9, -0.5, -0.9, -9.7, -0.7, -0.1, -0.9, -0.9
CC(C)(C)NC(=O)NC(=O)CN1CCCc2ccccc21
 : -0.1, -1.5, 1.9, 0.3, 3.3, 3.7, -7.4, -0.5, -1.0, 2.2, -0.3
CC(Sc1nc(N2CCOCC2)c2c(c1C#N)CC(C)(C)OC2)C(=O)O (stereo not drawn)
 : 0.5, 1.8, 1.4, 1.4, -1.7, 0.1, -17.2, -2.3, 1.3, 1.2, -1.1
Cc1cc(C)n2nc(-c3ccco3)nc2n1
 : 1.6, -2.7, 1.7, 3.6, 2.9, -0.7, -61.3, 0.1, -0.9, 0.7, -0.7
Cc1ccnc(NS(=O)(=O)c2ccc(NS(=O)(=O)c3ccc([N+](=O)[O-])cc3)cc2)n1
 : 0.0, -0.1, -2.9, 1.0, -0.9, -0.1, -6.9, 1.3, -3.3, 1.2, -0.9
CC(C)(C)NC(=O)C(c1cccnc1)N(C(=O)c1ccc(Cl)nc1)C1CCCC1 (stereo not drawn)
 : 0.0, -6.0, -1.1, -0.3, 0.3, -1.2, -5.8, -1.6, -0.8, 2.8, -1.0
N/C(COc1cccc(Cl)c1)=N\NS(=O)(=O)c1ccccc1
 : -0.2, 2.2, -13.4, 0.5, 2.7, -1.5, -1.6, -0.9, 1.8, -0.2, -0.8
CCOc1cc(C2C3=C(CC(C)(C)CC3=O)OC3=C2C(=O)CC(C)(C)C3)cc([N+](=O)[O-])c1O
 : -0.7, 0.3, -17.1, -0.9, -5.0, -1.3, -8.2, -3.9, -3.3, -0.5, -0.7
CN1CCCC1CCSc1ncccc1-c1nc2ccccc2[nH]1 (stereo not drawn)
 : 1.4, -9.7, 0.7, ., 3.9, -1.0, -26.7, ., -1.5, ., -1.3
COc1ccccc1NS(=O)(=O)c1ccc(C)c(NC(=O)C2CCCO2)c1 (stereo not drawn)
 : -0.1, 5.3, 5.4, 0.2, -1.6, 1.1, -6.8, 0.4, -2.5, -0.1, -0.7
COc1ccc(CCNC(=O)COC(=O)/C=C/c2ccc(OCC#N)c(OC)c2)cc1
 : 0.4, -1.1, -1.6, -0.5, -0.4, -1.1, 5.4, -2.1, 3.5, -1.7, -1.0
CC1(C)CC(NC(=O)c2cccc(Cl)c2)CC(C)(C)N1
 : 0.0, -1.6, 2.2, 1.2, 0.0, -1.3, -0.8, 0.2, -1.7, 1.1, -1.1

From PubChem BioAssay
